Screening results from PubChem BioAssay.
Glioma ERSR ind: ER stress response induction in glioma; U87-MG GRP78 promoter luciferase reporter, 16 h; Potency, µM, for the others: at the top dose activation, usual class: activators; actives 0.02% (n = 420,000); AID 602332; note: potency is the fitted concentration of half-maximal effect; series mostly up to about 76 µM; % of control where 0% means no effect; nearly all actives have a fitted effect of over 35% in size
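ERSR induction read as luciferase luminescence (Bright-Glo, 10 min at room temperature) in stably transfected human U87-MG glioma cells exposed to compounds for 16 h, using GRP78 as sensor.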
D1 potentiator: enhances dopamine response at the human D1 receptor; HEK293 TREx D1 cells, calcium flux, dopamine EC20 potentiation; actives 0.036% (n = 360,000); P21728; potentiation, % at 10 µM; in the data active = potentiation above about 30%; note: 0% is about no effect
Target sequence (P21728 whole entry, looked up): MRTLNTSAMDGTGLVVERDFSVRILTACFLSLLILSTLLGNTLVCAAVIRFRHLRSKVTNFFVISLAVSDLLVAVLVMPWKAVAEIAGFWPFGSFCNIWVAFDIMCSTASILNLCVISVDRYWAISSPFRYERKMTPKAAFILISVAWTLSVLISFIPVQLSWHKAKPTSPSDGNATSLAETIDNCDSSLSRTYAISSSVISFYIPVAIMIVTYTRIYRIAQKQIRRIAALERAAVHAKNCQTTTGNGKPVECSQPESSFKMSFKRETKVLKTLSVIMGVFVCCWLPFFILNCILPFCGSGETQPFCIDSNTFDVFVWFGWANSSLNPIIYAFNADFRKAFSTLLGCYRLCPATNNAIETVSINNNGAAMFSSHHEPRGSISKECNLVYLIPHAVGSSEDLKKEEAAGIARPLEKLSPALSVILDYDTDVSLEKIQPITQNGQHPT
Vif-APOBEC3F blk: blocks the Vif interaction with APOBEC3F; AID 602313; HeLa A3F-eYFP + Vif (tagged APOBEC3F with the HIV-1 protein that degrades it), YFP fluorescence increase; Potency, µM (titrated, usually from 46.1 µM), inactives show top-dose activity, negative = active; actives 0.2% (n = 390,000); note: potency is the fitted concentration of half-maximal effect; % of control where 0% means no effect; nearly all actives have a fitted effect of over 65% in size
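HeLa cells stably expressing Vif plus C-terminally eYFP-tagged A3F were seeded, incubated overnight at 37 deg C, dosed with compound, incubated overnight again at 37 deg C. Yellow fluorescence (Ex 488/Em 500-530) reported blocked Vif-mediated A3F-eYFP degradation.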
D1 antagonist: blocks dopamine activation of the human D1 receptor; P21728; HEK293 TREx D1 cells, calcium flux, dopamine EC80; stronger effect = lower value; activity change, negative = inhibition, % at 10 µM; actives 3.2% (n = 360,000); AID 504652; in the data active = activity change below about -30%; note: % is set by controls: 0 for no effect and ±100 for the full control effect
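Inducible Hek293 Trex D1 cells (tetracycline, overnight, 30 C). Calcium dye 30–90 min RT. Antagonist mode: EC80 dopamine added after 180 s compound read.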
D1 ag: human D1 receptor agonism; HEK293 T-REx D1 cells, calcium flux, agonist mode; P21728; activation, % at 2 µM; AID 504660; actives 1% (n = 360,000); in the data active = activation above about 30%; note: 0% is about no effect
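Tetracycline-induced HEK293 TREx D1 cells, force-coupled to calcium signalling, were dye-loaded with a no-wash calcium kit. Compound was pin-added after a 10 s baseline. Fluorescence was read kinetically at 1 cycle/s for 180 s, with calcium rises flagged as agonism.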
LDHA block: blocks human lactate dehydrogenase A. P00338. purified LDHA, NADH/diaphorase-resazurin fluorescence; stronger effect = lower value. activity change, % (values are at about 110 or 230 µM). actives 0.15% (n = 480,000); in the data active = activity change below about -30%; inconclusive = mostly about -25% to -30%;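 note: plate controls were DMSO wells for no effect and wells without enzyme for full effect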
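Resorufin fluorescence (ex540/em590), read at 0 and 20 min after diaphorase/resazurin addition, reports the NADH left after a 5 min room-temperature reaction of 2 nM human LDH5 with 0.06 mM NADH and 0.2 mM pyruvate.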
RXFP1 agonist: activates the human relaxin receptor RXFP1; Q9HBX9; HEK293T-RXFP1 cAMP TR-FRET, 30 min; response scale: percent of porcine relaxin response, buffer zero; Potency, µM (doses to about 57.5 µM), for the others: at the top dose activation, hits mostly activators; actives 0.3% (n = 370,000); note: potency is the fitted concentration of half-maximal effect; % is set by controls: 0 for no effect and ±100 for the full control effect; nearly all actives have a fitted effect of over 60% in size; many of its hits are not listed in these tables
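cAMP rise read by TR-FRET after 30 min, 37C compound exposure (up to 58 uM) in RXFP1-transfected HEK293 cells with Ro 20174 present. EC50 from Hill-equation fits, with 29 nM porcine relaxin as 100% and buffer as basal.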
Vif-A3G inh: blocks the Vif interaction with human APOBEC3G; HeLa A3G-eYFP + Vif (tagged APOBEC3G with the HIV-1 protein that degrades it), YFP fluorescence, overnight; Potency, µM (top dose mostly 46.1 µM), without a hit: at the highest dose activity, negative = active, usual class: inhibitors; Q9HC16; actives 0.076% (n = 410,000);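 note: potency is the fitted concentration of half-maximal effect; % is set by controls: 0 for no effect and ±100 for the full control effect; nearly all actives have a fitted effect of over 60% in size; hits raise eYFP signal because A3G escapes Vif-driven loss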
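HeLa cells stably expressing Vif and C-terminally eYFP-tagged A3G, seeded overnight at 37 deg C, then exposed to compound by pintool overnight at 37 deg C. Rise in yellow fluorescence (Ex 488/Em 500-530, Acumen) marks blocked Vif-driven A3G degradation.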
D2 potentiator: positive allosteric modulators of human D2 dopamine receptor; P14416; HEK293 T-REx D2, calcium flux, EC20 dopamine potentiation; potentiation, % at 10 µM; actives 0.34% (n = 340,000);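 active = potentiation over 3 SD above the plate norm, cut at about 30% in these data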; note: 0% is about no effect
Target sequence (P14416 whole entry, looked up): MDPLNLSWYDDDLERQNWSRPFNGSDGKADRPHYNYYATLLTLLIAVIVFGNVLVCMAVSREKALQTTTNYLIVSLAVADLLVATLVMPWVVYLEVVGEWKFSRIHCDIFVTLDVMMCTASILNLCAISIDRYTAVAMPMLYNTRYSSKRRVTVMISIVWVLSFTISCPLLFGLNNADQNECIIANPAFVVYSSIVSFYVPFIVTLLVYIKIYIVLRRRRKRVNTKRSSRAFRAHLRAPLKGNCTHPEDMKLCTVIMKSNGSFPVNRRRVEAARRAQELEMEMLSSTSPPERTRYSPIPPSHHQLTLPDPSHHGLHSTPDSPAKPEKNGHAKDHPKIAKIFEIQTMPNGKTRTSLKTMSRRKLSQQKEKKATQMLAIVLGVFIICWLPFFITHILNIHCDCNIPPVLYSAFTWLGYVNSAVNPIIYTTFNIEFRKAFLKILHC
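Primary screen. Calcium kinetics in induced HEK293 T-REx D2 cells: compound pre-addition 180 s, EC20 dopamine, 180 s more.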
* = called active by the depositor; ? = inconclusive; · = no result given. Unless noted, calls come from the whole dose curve; as a rule, active = well fitted curve in the direction sought with a large enough effect; inconclusive = small, poorly fitted or top-dose-only effect, or another doubt; inactive = no such curve, though single readings can be large; an effect the other way counts as inactive or inconclusive. This is a subset; the hit share may differ from the screen's.

Values run as follows: Glioma ERSR ind, D1 potentiator, Vif-APOBEC3F blk, D1 antagonist, D1 ag, LDHA block, RXFP1 agonist, Vif-A3G inh, D2 potentiator
1. O=C1CN(C(=O)c2ccccn2)c2ccccc2N1
    ?, -3, -5%, 7, 0, -5, -0.6%, 0%, 2
2. O=C(/C=C/c1cccs1)NNC(=O)c1cccc([N+](=O)[O-])c1
    5%, ·, -1%, ·, ·, 1, ·, 0%, ·
3. CCOC(=O)Cn1cc(/C=C(/C#N)C(=O)NC(C)C)c2ccccc21
    3%, -9, -1%, -33*, 0, -5, -0.8%, -4%, 0
4. CN(CCCC(=O)Nc1ccc(OC(F)F)cc1)S(=O)(=O)c1ccc(F)cc1
    -2%, -13, 1%, 4, 15, 0, -1.1%, 3%, 19
5. Cc1ccc(S(=O)(=O)NC(=O)Nc2nc(-c3ccc(F)c(F)c3)cs2)cc1
    5%, -1, 2%, -1, 2, 0, -0.4%, 2%, 0
6. COc1ccc(NC(=O)C23CC4CC(C2)CC(n2cnc(Br)n2)(C4)C3)c(OC)c1
    -2%, -2, -7%, -1, 1, 1, 0.0%, 1%, 7
7. CCN(CC)C(=O)Oc1ccccc1NC(C)=O
    -4%, -4, 1%, 11, -2, -4, -1.2%, -4%, ·
8. CCOc1ccc(-n2c(Cc3cc(=O)[nH]c(=O)[nH]3)nnc2SCC)cc1
    0%, -5, 10%, -3, 1, -2, -1.9%, 2%, -2
9. O=C1[C@H]2[C@@H](c3ccccc3)N[C@]3(CCCN(Cc4ccco4)C3=O)[C@H]2C(=O)N1Cc1ccccc1
    -4%, ·, -6%, ·, ·, 2, ·, 0%, ·
10. CCC(C)(C)n1nnnc1C(c1ccc(N(C)C)cc1)N1CCN(C2CCCCC2)CC1 (stereo not drawn)
    -5%, -4, 2%, 60, 14, -7, -4.0%, 1%, 4
11. CCN(CC(=O)Nc1ccc(N2CCOCC2)cc1)CC(=O)NC(C)(C)C
    -2%, 1, 4%, -3, 4, 0, -1.1%, 0%, -2
12. COc1ccc(OCCC(=O)OCC(=O)c2ccc[nH]2)cc1
    -4%, -1, -2%, 8, 1, -12, 3.1%, 2%, -1
13. CCC(=O)Nc1ccc(C(=O)CSc2nnc(-c3cccnc3)o2)cc1
    -1%, 1, -11%, 7, 4, -4, 5.8%, 1%, -3
14. COc1ccc2cc(C(=O)C3CCCN(Cc4cnc(C)s4)C3)ccc2c1 (stereo not drawn)
    -4%, 0, 1%, 0, 3, -4, 1.0%, 3%, -1
15. N#Cc1ccccc1CSc1nnc(Cc2ccccc2)o1
    5%, -1, 12%, 2, 1, -7, 1.5%, -2%, 4
16. CCCNC(=O)CS(=O)(=O)c1ccccc1
    -2%, -1, 3%, 5, 3, -5, -2.0%, -1%, -3
17. Cc1ccc2c(Cl)c(C(=O)NCc3cccnc3)sc2c1
    1%, -10, 3%, -8, 1, -4, -0.8%, -4%, -11
18. C#CC(C)(C)NC(=O)c1sccc1Oc1ccc(F)cc1[N+](=O)[O-]
    -7%, -6, 1%, -7, 0, 0, 1.0%, -5%, -1
19. CCOC(=O)C1CCCN(C(=O)COc2ccc(S(=O)(=O)N(CC)c3ccccc3)cc2)C1 (stereo not drawn)
    -2%, -4, -3%, 0, 0, -2, 1.0%, -1%, 5
20. Nc1nc(SCC(=O)N2CCCC2)[nH]c(=O)c1NC(=O)c1cccs1
    -4%, -5, 1%, -11, 2, -7, 3.2%, -1%, 6
21. COc1cc(OC)c2c(=O)cc(-c3cccnc3)oc2c1
    -3%, 2, -13%, -5, 2, 1, 7.1%, -1%, 9
22. Fc1ccc(OCc2nc(-c3ccncc3)n[nH]2)cc1
    6%, -10, 11%, -6, 1, -5, -0.5%, -2%, -4
23. CCOc1cc(CNCCSc2nnnn2C)ccc1OCc1ccc(Cl)cc1Cl
    -6%, -4, -3%, 4, 13, 2, 0.6%, -23%, ·
24. O=C(O)c1ccccc1SCc1csc(-c2ccccc2)n1
    2%, -5, -12%, -4, 2, -13, 5.7%, 1%, 18
25. CCN1CCN(C(=O)C(=O)c2cn(CC(=O)N(CC)CC)c3ccccc23)CC1
    -6%, -7, 0%, 13, 2, -4, -0.8%, 1%, 12
26. O=C(NC(=S)N(CCO)Cc1ccccc1)c1ccc(S(=O)(=O)N2CCCC2)cc1
    3%, -3, ?, -1, 0, 0, -2.0%, -2%, 1
27. COc1cc(C(=O)OCC2CC(c3ccccc3)=NO2)cc(OC)c1OC (stereo not drawn)
    -1%, -2, 0%, -9, 2, -9, 1.9%, -9%, 0
28. O=[N+]([O-])c1cc(S(=O)(=O)C(F)(F)F)ccc1NCC1CCCO1 (stereo not drawn)
    -1%, ·, -1%, 4, 10, 2, 0.7%, -2%, -4
29. CN(C)S(=O)(=O)c1cccc(C(=O)N2CCN(Cc3ccccc3)CC2)c1
    -4%, 3, ·, 1, 2, 2, 0.4%, -8%, -4
30. CCN(CC)CCNC(=O)c1cc2c(=O)n(C)c3ccccc3c2n1C
    -4%, ·, -5%, -27, 2, 10, 1.7%, 3%, 15

Continuation.
no. | Structure | Glioma ERSR ind | D1 potentiator | Vif-APOBEC3F blk | D1 antagonist | D1 ag | LDHA block | RXFP1 agonist | Vif-A3G inh | D2 potentiator
31 | Cc1noc(NS(=O)(=O)c2ccc(N/C=C\C(=O)c3cccs3)cc2)c1C | 2% | 10 | -1% | 8 | 5 | -13 | 18% | -7% | 4
32 | O=C(CNCc1cccs1)Nc1ccc(OC(F)(F)F)cc1 | 3% | -1 | 18% | 1 | 7 | -11 | -2.8% | -2% | 13
33 | N#Cc1c(-c2ccccc2Cl)c2c([nH]c1=O)-c1ccccc1OC2 | -4% | 7 | 2% | 13 | 0 | -5 | 8.5% | 1% | 2
34 | O=C1CCCCC1Nc1ccc2ccccc2c1 (stereo not drawn) | 5% | · | -28% | · | · | 30 | · | -29% | ·
35 | O=C(NCCNC(=O)c1cc(Cl)ccc1Cl)c1ccccn1 | -3% | 0 | -10% | -11 | 2 | 0 | 1.1% | 0% | ·
36 | Cc1oc2c(C)c3oc(=O)c(CC(=O)N[C@@H](CC(C)C)C(=O)N[C@@H](Cc4ccccc4)C(=O)O)c(C)c3cc2c1C | -4% | -3 | -5% | -9 | 0 | -3 | 6.8% | -2% | -9
37 | Cc1ccc(Sc2ccc(C(=O)N3CCOCC3)cc2[N+](=O)[O-])cc1 | -1% | -1 | 4% | -11 | 5 | -7 | 0.0% | -5% | 8
38 | CCN=C1SC(C(=O)Nc2ccc(Cl)c(Cl)c2)CC(=O)N1CC (stereo not drawn) | -1% | 1 | -4% | -5 | 6 | -4 | -0.1% | 1% | 2
39 | CCOC(=O)C1=C(CS(=O)(=O)c2ccc(F)c(C)c2)NC(=O)NC1c1ccccc1OC (stereo not drawn) | -3% | -1 | -5% | 11 | -1 | -5 | -0.9% | -2% | -3
40 | CCSC1=C(C#N)C2(CCCCC2)C(C#N)=C(N)N1 | 4% | 0 | -8% | -6 | 8 | -7 | 0.2% | 0% | 7
41 | CCOc1cc(/C=N/NC(=O)c2cc(-c3ccccc3)nc3ccccc23)ccc1O | ? | -3 | 1% | 0 | 6 | -2 | 2.2% | -12% | 5
42 | Cc1cc(OC(C)C(=O)N(Cc2ccco2)C2CCS(=O)(=O)C2)ccc1Cl (stereo not drawn) | -2% | -2 | -2% | -10 | 4 | -2 | 0.3% | -4% | 12
43 | COc1ccccc1-c1c(C)nn2c(N3CCN(c4ccccc4)CC3)cc(C)nc12 | -3% | -7 | 0% | -11 | 1 | 2 | 2.9% | -3% | 5
44 | COc1cccc(NC(=O)C(C)SCc2ccccc2)c1 (stereo not drawn) | 7% | 5 | -7% | 1 | 3 | -2 | 6.1% | 0% | -10
45 | COc1cccc(/C=C2\Sc3ccc(C(=O)NCC4CCCO4)cc3N(C)C2=O)c1 (stereo not drawn) | -5% | -10 | 2% | -38* | 13 | -4 | -0.8% | -11% | -1
46 | Cc1ccc(OCc2nnc(SCc3cc(=O)[nH]c4ccccc34)o2)cc1 | -3% | 5 | 3% | 3 | 3 | -9 | 2.7% | -4% | -6
